Screening results as filed in PubChem BioAssay.
ADAM10 inh: human ADAM10 inhibitors, primary screen, biochemical, QFRET, HTS; 0.62% of 370,000 active; inhibition, % at 7 µM; recombinant ADAM10, EDANS/DABCYL FRET peptide cleavage, 3 h; AID 720582, 2013; Disintegrin and metalloproteinase domain-containing protein 10 (Homo sapiens), O14672;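 active means inhibition above a per-campaign cutoff equal to the mean of compounds falling between control-based bounds plus 3 SD, cut at about 20% in these data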;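 further: 0% = DMSO wells while the 100% control is not disclosed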
Target sequence (O14672 214-748 limits assumed): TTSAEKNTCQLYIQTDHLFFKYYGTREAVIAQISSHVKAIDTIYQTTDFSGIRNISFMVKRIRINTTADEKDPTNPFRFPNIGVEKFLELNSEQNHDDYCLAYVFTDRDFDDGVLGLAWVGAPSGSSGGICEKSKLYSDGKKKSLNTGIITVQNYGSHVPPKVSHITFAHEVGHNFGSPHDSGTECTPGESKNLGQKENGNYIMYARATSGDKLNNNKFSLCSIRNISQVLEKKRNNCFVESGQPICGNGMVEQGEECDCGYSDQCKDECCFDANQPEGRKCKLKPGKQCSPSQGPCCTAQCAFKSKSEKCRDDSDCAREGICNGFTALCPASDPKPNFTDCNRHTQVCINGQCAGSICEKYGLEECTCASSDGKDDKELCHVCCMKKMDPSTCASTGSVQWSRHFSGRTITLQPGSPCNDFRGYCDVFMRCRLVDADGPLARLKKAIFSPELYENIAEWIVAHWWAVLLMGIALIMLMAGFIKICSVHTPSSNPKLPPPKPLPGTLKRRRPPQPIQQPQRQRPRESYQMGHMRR
DAX1 inh-1: DAX1 (NR0B1) inhibitors, primary screen, cell-based, HEK293, Gal4-DAX1, luciferase luminescence | 0.99% of 340,000 active | AID 504766, 2011 | inhibition, % at 6.75 µM | HEK293 Gal4-DAX1 luciferase reporter;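 active means inhibition above the mean over all tested compounds plus 3 SD, cut at about 4.2% in these data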;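 further: 0% = DAX1-transfected cells with DMSO and 100% = empty-vector control cells with DMSO; inhibition shows as a rise in luminescence from relieved DAX1 repression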
SMARCA2 activ: SMARCA2 (BRM) function activators, primary screen, cell-based, luminescence, high throughput. MG213 cells, MMTV-luciferase reporter, dexamethasone, overnight. 1% of 370,000 active. activation, % at 9.1 µM; in the data active means activation above about 7.8%;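 further: 0% = vehicle wells and 100% = reference activator wells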
GAA850 FXN act: FXN promoter activators, primary screen, cell-based, luciferase luminescence, HEK293 lucGAA850. activation, % at 6 µM. 0.56% of 360,000 active. HEK293 lucGAA850 FXN promoter luciferase reporter, 24 h; percent of 10 µM SAHA response;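 active means activation above the average of all compounds screened plus 3 SD, cutoff fixed separately per campaign, cut at about 7.5% in these data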;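 further: 0% = DMSO wells and 100% = 10 µM SAHA wells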
DAX1 inh-2: DAX1 (NR0B1) inhibitors on StAR promoter, primary screen, cell-based, luminescence, SF-1 (NR5A1), full-length DAX-1 | HEK293T StAR-luciferase reporter, SF-1/DAX-1 repression relief | inhibition, % at 6.8 µM | 1.1% of 370,000 active | AID 652010, 2013;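 active means inhibition above the mean over all tested compounds plus 3 SD, cut at about 3.6% in these data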;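 further: 0% = DAX-1 cells with DMSO and 100% = cells lacking DAX-1 with DMSO; higher inhibition means more luminescence from relief of DAX-1 repression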
hgDAF12 agonist: H. glycines DAF-12 receptor agonists, primary screen, cell-based, luminescence, HEK293, GAL4 fusion, UAS-luciferase; Nuclear hormone receptor DAF-12 (Heterodera glycines), GAL4 fusion; HEK293 GAL4-hgDAF12 UAS-luciferase reporter, agonist luminescence; normalized to butyrate control; activation, % at 6.8 µM; 1.8% of 370,000 active;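 active means activation above a cutoff set at the mean of all screened compounds plus 3 SD, cut at about 10% in these data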;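 further: 0% = DMSO wells and 100% = sodium butyrate wells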
HGIII-sPLA2 inh: human group III sPLA2 inhibitors, primary screen, biochemical, QFRET, BODIPY PC-A2 liposome substrate | Group 3 secretory phospholipase A2 (Homo sapiens), Q9NZ20 | QFRET BODIPY PC-A2 liposome hydrolysis, fluorescence | inhibition, % at 12.2 µM | 0.56% of 370,000 active | AID 743126, 2013;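 active means inhibition above mean plus 3 SD of compounds lying within the high and low control bounds, cut at about 19% in these data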;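 further: 0% = median of test compound wells and 100% = no enzyme DMSO wells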
Target sequence (Q9NZ20 whole entry, looked up): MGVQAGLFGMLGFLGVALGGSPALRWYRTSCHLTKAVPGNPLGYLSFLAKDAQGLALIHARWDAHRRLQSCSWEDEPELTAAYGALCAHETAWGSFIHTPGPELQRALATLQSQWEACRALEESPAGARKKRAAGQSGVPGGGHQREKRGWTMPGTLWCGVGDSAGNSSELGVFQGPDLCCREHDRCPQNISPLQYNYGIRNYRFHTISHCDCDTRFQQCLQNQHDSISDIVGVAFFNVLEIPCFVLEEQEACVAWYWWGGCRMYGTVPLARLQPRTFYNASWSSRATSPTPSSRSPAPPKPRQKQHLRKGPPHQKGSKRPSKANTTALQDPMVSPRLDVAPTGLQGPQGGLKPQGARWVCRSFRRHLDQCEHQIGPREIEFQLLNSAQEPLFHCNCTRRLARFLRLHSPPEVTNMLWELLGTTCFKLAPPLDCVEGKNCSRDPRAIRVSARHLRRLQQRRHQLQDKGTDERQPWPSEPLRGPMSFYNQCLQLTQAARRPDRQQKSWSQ
NPR1 activator: GC-A stimulated cGMP production enhancers – HEK293 GC-A cells, cGMP TR-FRET, EC30 ANP, primary screen | 0% at EC30 ANP, 100% saturating ANP | activation, % at 10 µM | 0.14% of 370,000 active; in the data active means activation above about 40%
ssDAF-12 act: S. stercoralis DAF-12 nuclear receptor activators, primary screen, cell-based, luminescence, HEK293, GRIP1 co-expression, lit1-tk-luc; 1% of 370,000 active; HEK293 ssDAF-12/GRIP1 lit1-tk-luc reporter; % of 3 µM dafachronic acid response; AID 652126, 2013; activation, % at 6.8 µM; Nuclear hormone receptor DAF-12 (Strongyloides stercoralis);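 active means activation above the mean over all tested compounds plus 3 SD, cut at about 0.9% in these data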;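 further: 0% = DMSO-only wells and 100% = 3 µM delta7-dafachronic acid wells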
hcDAF12 agonist: H. contortus DAF-12 nuclear receptor activators, primary screen, cell-based, luminescence, HEK293, lit1-tk-luc reporter; HEK293 hcDAF-12 lit1-tk-luc reporter; 0% DMSO, 100% Δ7-dafachronic acid; 1.4% of 370,000 active; activation, % at 6.8 µM; AID 652067, 2013;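 active means activation above the mean of all tested compounds plus 3 SD, cut at about 5.5% in these data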;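 further: 100% = response to 3 µM Δ7-dafachronic acid high control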
NPR2 activator: human GC-B receptor activators, primary screen, HEK293 GC-B cells, cGMP TR-FRET, EC30 CNP; Atrial natriuretic peptide receptor 2 (Homo sapiens), P20594; 0% at EC30 CNP, 100% saturating CNP; activation, % at 10 µM; 0.11% of 370,000 active;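 active means activation at 10 µM reaching about 35% in either raw or pattern-adjusted values, limit read from the data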
Active calls of the source: *; i = inactive; . = no result given.

SMILES | ADAM10 inh | DAX1 inh-1 | SMARCA2 activ | GAA850 FXN act | DAX1 inh-2 | hgDAF12 agonist | HGIII-sPLA2 inh | NPR1 activator | ssDAF-12 act | hcDAF12 agonist | NPR2 activator
CC(C)Sc1nnc([C@H](Cc2ccccc2)NC(=O)OC(C)(C)C)o1 | 6 | . | -4 | 0.7 | 0.3 | -1.3 | 3 | -6 | -1.2 | 0.0 | 5
CCOC(=O)C1=NN(C(=O)COc2ccccc2)C(O)(c2ccc(Br)cc2)C1 (stereo unspecified) | 1 | 2.2 | 2 | -0.8 | 1.8 | 2.0 | -23 | -8 | -0.9 | 0.8 | -2
Cc1cccc(OCc2nnc(N)s2)c1 | 0 | 0.3 | -4 | 2.5 | 0.2 | 1.4 | 4 | 1 | -0.7 | -1.8 | 3
Cc1cc(C)nc(NS(=O)(=O)c2ccc(NS(=O)(=O)c3ccsc3)cc2)n1 | 0 | . | -1 | -0.7 | -0.2 | -0.1 | -2 | -2 | -0.8 | 0.1 | 0
COc1cc(C(=O)NCc2cccc3ccccc23)ccc1OCc1ccccc1 | -43 | -1.6 | 0 | -1.2 | -0.8 | -0.7 | -18 | 4 | -1.6 | -1.7 | -6
CCOc1ccc(N2C(=O)CC(n3ccc(C)n3)C2=O)cc1 (stereo unspecified) | 5 | 2.6 | -4 | 0.2 | 0.3 | -0.2 | 2 | 1 | -0.7 | 0.5 | 4
COc1cc(C(=O)N2CCN(C/C=C/c3ccccc3)CC2)cc(OC)c1C | 5 | 1.1 | 0 | -0.5 | 0.1 | -3.7 | -24 | 2 | -0.8 | 0.7 | 0
O=C(CN1C(=O)NC2(CCCCC2)C1=O)NCc1ccc2c(c1)OCO2 | 1 | 7.2* | 0 | 0.8 | -1.4 | 0.8 | -2 | -2 | -1.5 | -1.2 | 10
O=C(CSc1n[nH]c(=O)[nH]c1=O)NC1CC1 | -6 | -0.4 | -2 | 1.5 | -0.6 | -1.7 | -1 | 3 | -1.5 | -2.5 | 2
COc1ccc(-c2nc(C#N)c(N3CCCCCC3)o2)cc1 | i | -1.1 | -2 | 2.8 | -0.4 | -2.2 | 1 | 0 | -1.8 | -2.8 | -5
CN(CC(=O)Nc1ccccc1C(F)(F)F)C(=O)c1ccc(N2C(=O)CCC2=O)cc1 | -7 | 4.5* | -3 | 2.1 | 1.2 | -1.9 | 9 | 1 | -1.6 | -0.1 | -2
C[n+]1cc(C(=O)N2CCCCC2)ccc1/C=C/c1c[nH]c2ccccc12 | 2 | -0.3 | 4 | -2.8 | 0.7 | -1.1 | -42 | -13 | 0.2 | 5.4 | -13
Cc1ccc(N2C(=O)CC3(CCCC3)CC2=O)cc1 | 7 | -0.1 | -7 | -0.1 | 0.4 | 0.2 | 7 | 3 | -1.1 | -0.9 | 5
CN(C(=O)COC(=O)CSc1ccc(C(N)=O)cc1[N+](=O)[O-])C1CCCCC1 | -1 | 0.9 | -2 | 2.9 | 0.0 | 1.0 | 3 | -1 | -1.5 | -1.5 | 5
c1ccc(Oc2cnc3ccccc3n2)cc1 | 10 | 2.1 | 0 | -0.4 | -0.2 | 0.8 | 7 | -2 | -0.7 | 0.6 | 0
COc1ccccc1NC(=O)NC1(C)CCS(=O)(=O)C1 (stereo unspecified) | -12 | -1.8 | 2 | 0.5 | 0.3 | 0.6 | -2 | 0 | -0.4 | 1.7 | 0
Cc1cc(C)nc(N2CCC(C(=O)N3CCN(c4cc(Cl)ccc4C)CC3)CC2)n1 | -2 | -1.6 | -3 | -3.3 | -1.7 | -1.8 | -14 | 6 | -2.3 | -1.9 | 8
CCCn1c(NC(=O)C2CCN(C(=O)c3ccc(F)cc3)CC2)nc2ccccc21 | -16 | 0.2 | 0 | 2.9 | -2.0 | -3.5 | -6 | -1 | -1.3 | -2.3 | -4
CCN(CC)CCCNCC(=O)Nc1cc(C)on1 | 3 | 0.2 | -1 | -1.0 | -0.3 | -1.0 | -6 | -1 | 0.1 | -1.0 | 4
COC(CNC(=O)C1CCN(S(=O)(=O)c2cccc3nsnc23)CC1)OC | -3 | -0.4 | 0 | -0.5 | -0.1 | -0.7 | 3 | 2 | -1.0 | -0.8 | 2

3 entries from above, tab-delimited.
compound	ADAM10 inh	DAX1 inh-1	SMARCA2 activ	GAA850 FXN act	DAX1 inh-2	hgDAF12 agonist	HGIII-sPLA2 inh	NPR1 activator	ssDAF-12 act	hcDAF12 agonist	NPR2 activator
CCN(CC)CCCNCC(=O)Nc1cc(C)on1	3	0.2	-1	-1.0	-0.3	-1.0	-6	-1	0.1	-1.0	4
CN(C(=O)COC(=O)CSc1ccc(C(N)=O)cc1[N+](=O)[O-])C1CCCCC1	-1	0.9	-2	2.9	0.0	1.0	3	-1	-1.5	-1.5	5
c1ccc(Oc2cnc3ccccc3n2)cc1	10	2.1	0	-0.4	-0.2	0.8	7	-2	-0.7	0.6	0

DAX1 inh-1, hit marks shown above.
SMILES	ADAM10 inh	DAX1 inh-1	SMARCA2 activ	GAA850 FXN act	DAX1 inh-2	HGIII-sPLA2 inh	NPR1 activator	ssDAF-12 act	hcDAF12 agonist	NPR2 activator
O=C(CN1C(=O)NC2(CCCCC2)C1=O)NCc1ccc2c(c1)OCO2	1	7.2*	0	0.8	-1.4	-2	-2	-1.5	-1.2	10
CN(CC(=O)Nc1ccccc1C(F)(F)F)C(=O)c1ccc(N2C(=O)CCC2=O)cc1	-7	4.5*	-3	2.1	1.2	9	1	-1.6	-0.1	-2

Following part.
SMILES | ADAM10 inh | DAX1 inh-1 | SMARCA2 activ | GAA850 FXN act | DAX1 inh-2 | hgDAF12 agonist | HGIII-sPLA2 inh | NPR1 activator | ssDAF-12 act | hcDAF12 agonist | NPR2 activator
Cc1ccc(/C=C2\SC(=S)N(CC(=O)Nc3cccnc3)C2=O)cc1 | 1 | 0.7 | 0 | 2.4 | -0.2 | 2.4 | 1 | -2 | -0.8 | -1.1 | 0
O=C1c2ccccc2C(=O)N1CCCP(=O)(O)CCc1ccccc1 | -2 | -0.5 | -1 | -0.7 | -0.4 | 0.9 | 4 | -1 | -0.6 | 4.0 | 4
O=C(CCc1ccccc1)NCc1ccccn1 | 0 | 0.2 | -1 | 1.6 | 0.0 | 1.4 | 2 | 0 | -1.5 | 2.0 | 3
CS/C(N)=N/C(=S)Nc1cccc(Cl)c1 | 5 | 1.1 | -1 | 2.6 | 0.2 | 3.1 | 14 | 4 | 0.1 | 0.3 | 4
C=CCN1[C@@H](C)COc2cccc(N3CCCC3)c2S1(=O)=O | -6 | . | 0 | . | -0.4 | 3.1 | -1 | -1 | -1.1 | -2.5 | -7
N#C/C(=C/c1cn[nH]c1-c1ccc(Br)cc1)C(=O)O | -3 | -0.5 | -1 | -0.7 | -0.2 | -1.4 | -4 | -1 | -1.6 | -0.5 | 0
COc1ccccc1CC(=O)Nc1ccc(NC(=O)c2cccs2)cc1 | 1 | 0.5 | 1 | 1.0 | -2.7 | -1.8 | -5 | 0 | -1.0 | -0.9 | 5
O=[N+]([O-])c1ccc2nc(-c3ccccc3)[nH]c2c1 | 8 | 1.6 | 2 | 7.3 | 4.0* | 20* | 11 | 12 | 0.2 | 4.5 | 10
O=C(c1ccccc1)N1CCC(c2nc3c(nnn3Cc3ccccc3Cl)c(=O)[nH]2)CC1 | 2 | 0.4 | 0 | 0.1 | -0.4 | -2.0 | -13 | 19 | -1.0 | -0.6 | 18
O=[N+]([O-])c1ccc(O)c(-c2cc(C(F)(F)F)nc(-c3ccccc3)n2)c1 | -6 | -0.9 | -8 | -2.5 | -1.7 | 0.9 | -1 | 18 | -0.8 | 0.4 | 4
Cc1ccc(S(=O)(=O)N(C)[C@H]2C[C@H]3c4[nH]c5cccc(-c6ccccc6)c5c4CCN3C(=O)[C@H]2[C@H](C)O)cc1 | i | . | -4 | . | 0.2 | 2.0 | -14 | -5 | -1.2 | -1.0 | -3
CCOC(=O)c1ccc(S(=O)(=O)Nc2cc(C(=O)O)ccc2Cl)cc1 | 0 | 1.1 | 2 | -0.7 | 0.1 | -1.5 | -7 | 3 | -0.8 | 7.2* | -2
COc1ccccc1-n1c(CNC(=O)c2ccco2)nnc1SCC(=O)Nc1cc(C)ccc1C | 2 | -1.8 | -1 | -0.1 | -0.2 | -1.2 | 2 | 0 | -1.4 | -1.7 | 1
S=C(c1cn(CCOc2cccc3ccccc23)c2ccccc12)N1CCCC1 | 10 | -0.2 | -3 | 3.9 | -0.3 | -3.8 | 5 | -8 | -1.3 | -1.8 | -5
C[C@@H](C(=O)Nc1ccc2ccccc2c1)[C@@H]1C[C@@]1(C)[C@@H](NC(=O)c1ccccc1)c1ccccc1 | 18 | 1.7 | 0 | 1.1 | -0.4 | -0.9 | -16 | -1 | -1.0 | -1.7 | -2
CCOC(=O)c1cnc(-n2nc(C)cc2C)nc1Nc1cccc(C(=O)O)c1 | -9 | -1.3 | 4 | -1.5 | -0.4 | 0.0 | -4 | 5 | -1.7 | -1.4 | -6
CCCCC(=O)Nc1c(-c2cccc(OC)c2)c(=O)c2ccccc2n1C | -31 | 1.0 | -4 | 3.2 | 0.1 | 1.8 | 14 | 0 | -0.8 | 0.3 | 5
COc1ccc(-c2cc(C(=O)N3CCN(Cc4ccc5c(c4)OCO5)CC3)on2)cc1OC | -1 | 0.1 | -3 | -1.5 | -0.5 | -1.8 | -9 | -2 | -0.8 | -0.9 | -7
COc1ccc(S(=O)(=O)N2CCOCC2)cc1NC(=O)CCOc1ccc(C(C)(C)C)cc1 | 6 | 1.2 | -2 | 1.7 | 0.6 | 2.5 | -3 | -3 | -1.2 | -1.1 | 6
Cn1c(O)c(N=NC(=O)CNC(=O)c2ccccc2)c2ccccc21 | 2 | -0.4 | -1 | -0.9 | -0.1 | -1.7 | 3 | -4 | -1.5 | -1.4 | -10
C[C@H](CO)N1C[C@H](C)[C@@H](CN(C)S(=O)(=O)c2ccccc2)OCc2cnnn2CCCC1=O | -1 | 1.6 | 1 | -1.7 | -0.4 | 0.0 | 4 | 1 | -0.5 | -1.1 | -5
O=C1CCCC2=C1C(c1ccncc1)Nc1ccccc1N2 (stereo unspecified) | -36 | 1.5 | -1 | 2.4 | -1.0 | -0.6 | 5 | 3 | -1.1 | -1.8 | 1
